# MBD2 inh = inhibitors of human MBD2 binding to methylated oligonucleotide. Q9UBB5. TR-FRET. inhibition, % at 4.4 µM. 370,000 compounds, 0.31% hits. AID 686964; in the data active means inhibition above about 13%
# rCAG binder = binds r(CAG) RNA repeats. 370,000 compounds, 1.3% hits. r(CAG) RNA repeat, TO-PRO-1 dye displacement fluorescence. inhibition, % at 3 µM;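 active means inhibition above the plate cutoff, the mean of all test compounds on that plate plus 3 SD, cut at about 35% in these data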;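 further: 0% = DMSO alone and 100% = 100 µM mitoxantrone as full dye displacement; higher means more dye released from RNA so lower well fluorescence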
# ABHD4 inh = ABHD4 (mouse) inhibition, primary FP screen; AID 720543; inhibition, % at 8.92 µM; 370,000 compounds, 0.54% hits; Q8VD66; purified mABHD4, FP-Rh probe fluorescence polarization;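 active means inhibition exceeding the mean over every tested compound plus 3 SD, cut at about 30% in these data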;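 further: 0% = plate median of compound wells and 100% = S159A mutant with DMSO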
#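 Material: mouse ABHD4 enzyme, wild type; Benchmarks: S159A mutant high control, sample median low control; Buffer or medium: HEPES pH 7.0, NaCl, Pluronic buffer; Signal: fluorescence polarization; Read-out: percent inhibition of probe binding, normalized to plate controls; Timing: pre-incubation 45 min, probe exposure 60 min, at 25 °C; Dosing: 8.92 µM, single dose.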
# NPR1 activator = GC-A (human) enzyme activation; HEK293 GC-A cells, cGMP TR-FRET, EC30 ANP; 0% at EC30 ANP, 100% saturating ANP; activation, % at 10 µM; 370,000 compounds, 0.14% hits; AID 1671463; in the data active means activation above about 40%
# Target sequence (P16066 whole entry, looked up): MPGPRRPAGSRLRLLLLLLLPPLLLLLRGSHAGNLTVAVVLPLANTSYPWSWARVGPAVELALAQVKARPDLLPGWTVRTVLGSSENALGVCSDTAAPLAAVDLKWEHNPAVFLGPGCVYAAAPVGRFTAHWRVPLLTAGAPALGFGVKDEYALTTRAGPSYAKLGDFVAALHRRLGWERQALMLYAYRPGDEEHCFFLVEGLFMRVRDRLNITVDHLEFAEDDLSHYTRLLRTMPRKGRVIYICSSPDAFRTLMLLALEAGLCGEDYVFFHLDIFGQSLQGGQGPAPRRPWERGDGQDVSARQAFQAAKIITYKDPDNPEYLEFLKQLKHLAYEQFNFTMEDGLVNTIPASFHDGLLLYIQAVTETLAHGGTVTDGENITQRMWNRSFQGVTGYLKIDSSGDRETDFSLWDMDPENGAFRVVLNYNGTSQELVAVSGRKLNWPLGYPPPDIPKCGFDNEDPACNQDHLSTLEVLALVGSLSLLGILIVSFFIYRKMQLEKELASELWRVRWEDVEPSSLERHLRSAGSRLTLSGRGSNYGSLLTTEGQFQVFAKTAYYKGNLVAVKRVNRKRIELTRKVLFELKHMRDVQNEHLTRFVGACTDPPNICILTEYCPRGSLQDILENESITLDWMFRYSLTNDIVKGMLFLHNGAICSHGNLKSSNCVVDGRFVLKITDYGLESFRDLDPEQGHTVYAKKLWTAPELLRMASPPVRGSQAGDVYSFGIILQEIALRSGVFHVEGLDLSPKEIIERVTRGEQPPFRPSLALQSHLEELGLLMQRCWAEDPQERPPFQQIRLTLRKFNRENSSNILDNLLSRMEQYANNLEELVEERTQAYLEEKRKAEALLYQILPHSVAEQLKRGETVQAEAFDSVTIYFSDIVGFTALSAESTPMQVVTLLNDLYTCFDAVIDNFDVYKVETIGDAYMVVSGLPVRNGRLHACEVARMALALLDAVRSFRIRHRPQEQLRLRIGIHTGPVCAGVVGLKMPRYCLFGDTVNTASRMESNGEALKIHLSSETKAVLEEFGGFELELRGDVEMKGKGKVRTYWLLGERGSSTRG
# SIAE inh = human SIAE inhibition, primary screen; 370,000 compounds, 0.69% hits; SIAE FP-Rh probe binding, fluorescence polarization; Q9HAT2; inhibition, % at 9.66 µM;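 active means inhibition above a cutoff: mean of compounds within the control limits plus 3 SD of those, cut at about 17% in these data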;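 further: 0% = plate median of compound wells and 100% = probe without SIAE protein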
# HTRA1 inhibitor = inhibitors of human serine peptidase HTRA1 | Q92743 | AID 504803 | inhibition, % at 5.96 µM | 340,000 compounds, 0.5% hits | recombinant HTRA1, FP-rhodamine activity-based probe, fluorescence polarization; in the data active means inhibition above about 36%;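 further: 0% = enzyme with DMSO and 100% = wells lacking enzyme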
# NPR2 activator = GC-B (human) receptor activation; P20594; AID 1920062; activation, % at 10 µM; HEK293-GC-B cells, CNP EC30, cGMP TR-FRET; 0% at EC30 CNP, 100% saturating CNP; 370,000 compounds, 0.11% hits;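 active means activation at 10 µM reaching about 35% in either raw or pattern-adjusted values, limit read from the data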
# TCR CD3 inh = blocks the human TCR-CD3 interaction | TAMRA-labeled TCR probe fluorescence, biochemical | inhibition, % at 9.4 µM | 360,000 compounds, 0.37% hits | AID 651800; in the data active means inhibition above about 19%;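 further: recombinant mutant TCR 2C K166C tagged with TAMRA read by polarization; 0% = receptor in buffer alone and 100% = receptor with positive control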
# PRMT1 inh = blocks human protein arginine methyltransferase 1. Q99873. recombinant PRMT1, activity-based probe fluorescence polarization. inhibition, % at 2.79 µM. 370,000 compounds, 1.3% hits. AID 652257;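 active means inhibition above about 21% made by adding two undisclosed values, limit read from the data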
# UHRF1 MBD2 ctr = UHRF1 methyl-DNA binding inhibition. UHRF1 binding to methylated oligo, TR-FRET. 370,000 compounds, 0.75% hits. AID 687016. inhibition, % at 4.4 µM. Q96T88; in the data active means inhibition above about 21%;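 further: UHRF1 SRA domain binding a hemimethylated CpG hairpin DNA probe; 0% = median of test compound wells and 100% = reference inhibitor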
# Active calls of the source: *; · = not tested or not shown. The list is partial, so the mix of outcomes need not match the whole.
SMILES,MBD2 inh,rCAG binder,ABHD4 inh,NPR1 activator,SIAE inh,HTRA1 inhibitor,NPR2 activator,TCR CD3 inh,PRMT1 inh,UHRF1 MBD2 ctr
CN(Cc1ccccc1)C(=S)Nc1ccc2nc3n(c(=O)c2c1)CCCCC3,3,-1,0,3,6,-2,-3,4,-2,2
CCCNC(=O)c1ccc2c(=O)c(O)c(C)[nH]c2c1,1,0,2,0,4,14,2,-1,4,4
CCN(CC(=O)Nc1c(F)cccc1F)C(=O)c1ccc(Cl)c(S(=O)(=O)N2CCCC2)c1,-2,-1,2,3,8,-1,-2,9,-3,0
COc1c(C)cc(C(=O)C2CCCN(C(=O)c3cc(C)n(C)n3)C2)cc1C (stereo unspecified),2,-6,-3,5,1,-1,2,-3,4,5
CCOc1ccc(NC(=O)N2CCC(c3ccc(C)cc3)C2)cc1 (stereo unspecified),-4,-5,4,0,3,3,-4,6,-3,0
COc1ccc(C2C(C#N)=C(N)OC(C(C)(C)C)=C2C#N)cc1OC (stereo unspecified),2,2,0,10,-3,-1,1,-2,-2,-1
COc1cc(-c2nnc(NC(=O)C3=COCCO3)o2)cc(OC)c1OC,-2,0,5,-1,6,8,0,-2,-4,-2
Cc1cc(Cl)ccc1Nc1ncccc1C(N)=O,-6,-1,-2,-2,8,0,-14,5,0,-3
CC(Sc1nnnn1-c1ccc(O)cc1)C(=O)NC1CCCCC1C (stereo unspecified),5,-1,-2,1,2,1,-3,1,-6,1
COc1ccc(NS(=O)(=O)c2cc(OC)ccc2OC)cc1,0,-1,-5,-12,7,4,-9,-1,2,3
COc1ccc(-n2c(=S)[nH]c3cc(C(=O)NCCCN4CCOCC4)ccc3c2=O)cc1OC,-3,0,3,0,0,0,1,-2,-1,1
CC(C)[C@H](NC(=O)N1CCn2c1nc1ccccc12)C(=O)N1CCCCC1,-2,-7,3,3,2,-5,-4,4,-1,-1
O=[N+]([O-])c1ccc(Nc2ccccc2)nc1,-2,10,-2,-1,-3,-2,-2,1,4,0
CCOC(=O)C1(Cc2ccccc2C(F)(F)F)CCN(C2CCCC2)CC1,3,-6,-4,-8,0,6,-2,2,-5,4
CCCCCn1nc(C)c(/C=N\NC(=O)c2cc(C)oc2C)c1C,-3,1,-2,0,0,7,3,0,-2,-7
O=C(Nc1nc2c(s1)CCc1ccccc1-2)c1ccco1,-4,11,-3,4,-2,-21,-2,4,4,-2
COc1ccc(-c2nnsc2N2C(=O)c3ccccc3C2=O)cc1,-1,1,0,0,-4,·,0,-2,4,2
COc1ccc(CCNC(=O)C2CCN(S(=O)(=O)N3CCOCC3)CC2)cc1OC,12,-1,-17,-6,4,2,0,0,3,4
O[C@H]1COC2C1OC[C@@H]2O (stereo partly specified),-3,3,2,1,-4,-3,4,5,-1,0
CCOc1cc(NC(=S)NCc2ccco2)c(OCC)cc1NC(=O)C1CC1,-1,-1,-2,1,-1,5,1,0,-1,4
Cc1nn(C)c2ncc(C(N)=O)c(Oc3ccc(Cl)cc3)c12,-5,-3,9,6,-6,·,9,1,3,-1
O=C(N=Nc1c(O)[nH]c2ccc([N+](=O)[O-])cc12)c1ccccc1Cl,1,1,7,-4,-2,-4,-7,2,4,-1
COc1ccc2nc(C)cc(SCC(=O)N/N=C/c3cccc4ccccc34)c2c1,-7,8,-3,2,-6,-8,3,1,-2,-1
Cc1cc(C(=O)CN2C(=O)NC(C)(c3cc(F)ccc3F)C2=O)c(C)n1C1CC1 (stereo unspecified),4,1,7,3,6,-1,6,4,3,0

# An excerpt of these results, with each value named.
> COc1ccc(-c2nnsc2N2C(=O)c3ccccc3C2=O)cc1
  MBD2 inh = -1
  rCAG binder = 1
  ABHD4 inh = 0
  NPR1 activator = 0
  SIAE inh = -4
  HTRA1 inhibitor = ·
  NPR2 activator = 0
  TCR CD3 inh = -2
  PRMT1 inh = 4
  UHRF1 MBD2 ctr = 2

> O=C(Nc1nc2c(s1)CCc1ccccc1-2)c1ccco1
  MBD2 inh = -4
  rCAG binder = 11
  ABHD4 inh = -3
  NPR1 activator = 4
  SIAE inh = -2
  HTRA1 inhibitor = -21
  NPR2 activator = -2
  TCR CD3 inh = 4
  PRMT1 inh = 4
  UHRF1 MBD2 ctr = -2

# The results go on.
SMILES,MBD2 inh,rCAG binder,ABHD4 inh,NPR1 activator,SIAE inh,HTRA1 inhibitor,NPR2 activator,TCR CD3 inh,PRMT1 inh,UHRF1 MBD2 ctr
O=S(=O)(NC1CCCCC1NCc1ccco1)c1ccccc1 (stereo unspecified),-2,0,-3,1,6,-3,5,-6,0,1
Cc1ccc(NC(=O)CCC(=O)NNC(=O)c2ccco2)cc1C,-2,-1,2,4,-7,1,4,7,4,0
COc1ccccc1NS(=O)(=O)c1cccc(C(=O)NCC(c2cccs2)N2CCOCC2)c1 (stereo unspecified),-3,3,-2,-1,0,-7,0,-7,-1,1
Cc1nc(Nc2ccccc2)c2oc3ccc(Cl)cc3c2n1,3,3,-3,12,-5,-13,7,-2,-2,-2
CCOc1ccc(N2CC(C(=O)Nc3ccc(OC)c(S(=O)(=O)N4CCCCC4)c3)CC2=O)cc1 (stereo unspecified),0,6,0,2,-4,-6,-1,-6,1,1
COC(=O)CC1=C(C(=O)OC)[C@@H](c2ccccc2[N+](=O)[O-])C(C#N)=C(N)O1,2,-2,-5,-1,2,-4,-2,3,5,-2
CCCCN(C)C(=O)c1cc2cc3ccc(OC)cc3nc2o1,-5,-5,-4,4,-5,-18,1,1,-1,-5
CCCCn1c(SCC(=O)Nc2nnc(C)s2)nnc1-c1ccncc1,0,-4,-2,-4,0,3,0,-2,-5,0
O=C(NCCCCCCNC(=O)OC1CCS(=O)(=O)C1)OC1CCS(=O)(=O)C1 (stereo unspecified),1,-3,-2,3,-4,2,4,-4,0,2
COc1ccc(OC)c(C2=CC(=O)C[C@H](c3ccc(F)cc3)C2)c1,0,2,-9,7,7,-25,-1,1,0,4
CCc1ccc(OCC(=O)N2CC(C(N)=O)Oc3ccccc32)cc1 (stereo unspecified),-2,-3,-3,1,12,2,-3,0,2,-1
O=C(CCN1C(=O)/C(=C\c2ccccc2F)SC1=S)Nc1ccc(C(=O)O)c(O)c1,2,94*,-18,-1,5,-19,3,-5,6,2
CN(C)S(=O)(=O)c1cccc(NC(=O)c2ccc3nccnc3c2)c1,-1,9,2,2,-7,-14,-7,8,-3,-2
O=C(O)Cn1nc2ccccc2n1,0,0,-2,2,-4,3,-2,-3,2,-1
O=S1(=O)Cc2cc3ccccc3cc2C1,-4,1,-3,-1,5,1,2,5,-3,-2
COc1ccc(/C=N/NC(=O)c2cc3c(OC)ccc(OC)c3[nH]2)cc1O,-4,15,33*,-15,24*,17,-4,-3,-1,2
CCOC(=O)/C(=C\C=C1/Sc2cc(OCC)c(OCC)cc2N1CC)C(C)=O,-9,-78,4,5,-15,0,3,-3,-46,-14
COc1ccccc1CNC(=O)C1CCCN(S(=O)(=O)c2cccc3nsnc23)C1 (stereo unspecified),-1,0,0,1,2,0,0,-3,3,3
COc1ccc(C)cc1NC(=O)CSc1nnc(CC(=O)Nc2cccc(C(F)(F)F)c2)n1C,2,-1,-4,-4,-8,-7,-4,-2,2,7
Cc1nn(C)c(C(=O)N/N=C/c2ccc(Br)cc2)c1Cl,1,-2,13,1,-1,-4,-5,21*,-1,1
CC1CCCC(NC(=O)Cn2cc(Br)ccc2=O)C1C (stereo unspecified),1,0,4,3,4,1,-1,-8,4,9

# Entries from the list above containing a halogen (12):
SMILES,MBD2 inh,rCAG binder,ABHD4 inh,NPR1 activator,SIAE inh,HTRA1 inhibitor,NPR2 activator,TCR CD3 inh,PRMT1 inh,UHRF1 MBD2 ctr
CCN(CC(=O)Nc1c(F)cccc1F)C(=O)c1ccc(Cl)c(S(=O)(=O)N2CCCC2)c1,-2,-1,2,3,8,-1,-2,9,-3,0
Cc1cc(Cl)ccc1Nc1ncccc1C(N)=O,-6,-1,-2,-2,8,0,-14,5,0,-3
CCOC(=O)C1(Cc2ccccc2C(F)(F)F)CCN(C2CCCC2)CC1,3,-6,-4,-8,0,6,-2,2,-5,4
Cc1nn(C)c2ncc(C(N)=O)c(Oc3ccc(Cl)cc3)c12,-5,-3,9,6,-6,·,9,1,3,-1
O=C(N=Nc1c(O)[nH]c2ccc([N+](=O)[O-])cc12)c1ccccc1Cl,1,1,7,-4,-2,-4,-7,2,4,-1
Cc1cc(C(=O)CN2C(=O)NC(C)(c3cc(F)ccc3F)C2=O)c(C)n1C1CC1 (stereo unspecified),4,1,7,3,6,-1,6,4,3,0
Cc1nc(Nc2ccccc2)c2oc3ccc(Cl)cc3c2n1,3,3,-3,12,-5,-13,7,-2,-2,-2
COc1ccc(OC)c(C2=CC(=O)C[C@H](c3ccc(F)cc3)C2)c1,0,2,-9,7,7,-25,-1,1,0,4
O=C(CCN1C(=O)/C(=C\c2ccccc2F)SC1=S)Nc1ccc(C(=O)O)c(O)c1,2,94*,-18,-1,5,-19,3,-5,6,2
COc1ccc(C)cc1NC(=O)CSc1nnc(CC(=O)Nc2cccc(C(F)(F)F)c2)n1C,2,-1,-4,-4,-8,-7,-4,-2,2,7
Cc1nn(C)c(C(=O)N/N=C/c2ccc(Br)cc2)c1Cl,1,-2,13,1,-1,-4,-5,21*,-1,1
CC1CCCC(NC(=O)Cn2cc(Br)ccc2=O)C1C (stereo unspecified),1,0,4,3,4,1,-1,-8,4,9

# From PubChem BioAssay
